Pol iota inh: blocks human DNA polymerase iota activity | AID 588590 | Potency, µM (titrated, usually from 115 µM), without a hit: top-dose activity, negative = inhibition, most hits filed as inhibitors | Pol iota fluorescent replication assay, 10 min | Q9UNA4 | hit rate 1% among 390,000
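Pol iota at 10 nM preincubated 15 min with compounds at room temperature; reaction started with fluorescent substrate, 50 nM final. Fluorescence read kinetically at 0 and 10 min; buffer-only wells as negative control.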
POLK inh: inhibitors of human DNA polymerase kappa. Q9UBT6. Potency, µM (titrated, usually from 107 µM), for the others: top-dose activity, negative = inhibition, actives largely listed as inhibitors. purified Pol kappa, fluorescent DNA synthesis assay, 10 min. hit rate 0.53% among 400,000. AID 588579; further: on the % scale 0 is the no-effect control and ±100 the full control effect
Target sequence (Q9UBT6 whole entry, looked up): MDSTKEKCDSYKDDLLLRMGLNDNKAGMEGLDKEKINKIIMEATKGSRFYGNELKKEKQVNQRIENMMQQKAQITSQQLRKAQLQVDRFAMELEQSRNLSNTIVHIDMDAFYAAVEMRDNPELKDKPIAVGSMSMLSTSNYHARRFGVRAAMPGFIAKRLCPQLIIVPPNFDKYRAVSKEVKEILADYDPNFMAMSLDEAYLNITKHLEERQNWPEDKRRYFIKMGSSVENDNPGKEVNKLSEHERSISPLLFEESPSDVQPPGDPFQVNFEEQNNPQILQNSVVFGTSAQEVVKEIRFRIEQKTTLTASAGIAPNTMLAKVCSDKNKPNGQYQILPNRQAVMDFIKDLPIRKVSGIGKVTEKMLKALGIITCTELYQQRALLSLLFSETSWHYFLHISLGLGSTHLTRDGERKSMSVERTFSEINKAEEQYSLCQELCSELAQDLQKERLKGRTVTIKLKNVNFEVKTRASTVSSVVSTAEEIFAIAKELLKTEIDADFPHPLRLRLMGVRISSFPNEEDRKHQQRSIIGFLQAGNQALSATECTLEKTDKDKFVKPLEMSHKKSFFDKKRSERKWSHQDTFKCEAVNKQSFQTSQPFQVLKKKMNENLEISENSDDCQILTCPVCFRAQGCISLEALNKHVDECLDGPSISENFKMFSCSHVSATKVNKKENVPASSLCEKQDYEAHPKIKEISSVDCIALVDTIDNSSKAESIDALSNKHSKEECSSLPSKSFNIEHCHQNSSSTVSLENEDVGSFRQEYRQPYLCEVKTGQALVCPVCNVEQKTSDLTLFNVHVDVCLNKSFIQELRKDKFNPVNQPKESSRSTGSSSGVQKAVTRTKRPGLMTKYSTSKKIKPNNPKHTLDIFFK
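Inhibition of 10 nM Pol kappa is measured by a fluorescent read-out at 0 and 10 min following addition of 50 nM substrate (final), with a 15-min room-temperature compound preincubation.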
POLH inh: blocks human DNA polymerase eta activity. Q9Y253. recombinant Pol eta, fluorescent DNA replication assay. Potency, µM (top dose mostly 114 µM), for inactives: at the highest dose activity change, negative = inhibition, most hits filed as inhibitors. hit rate 1.2% among 390,000; further: on the % scale 0 is the no-effect control and ±100 the full control effect
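Pol eta at 10 nM preincubated with compounds 15 min at room temperature; reaction started with fluorescent substrate (50 nM final) and read kinetically at 0 and 10 min.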
Anesthetic bind: binds horse apoferritin like a general anesthetic | apoferritin/1-aminoanthracene competitive binding, fluorescence | Potency, µM (doses to about 77.5 µM), for the others: top-dose activity change, negative = displacement, hits mostly inhibitors | hit rate 0.074% among 350,000; further: on the % scale 0 is the no-effect control and ±100 the full control effect; nearly all actives have a fitted effect of over 20% in size
Target sequence (P02791 2-175 limits assumed): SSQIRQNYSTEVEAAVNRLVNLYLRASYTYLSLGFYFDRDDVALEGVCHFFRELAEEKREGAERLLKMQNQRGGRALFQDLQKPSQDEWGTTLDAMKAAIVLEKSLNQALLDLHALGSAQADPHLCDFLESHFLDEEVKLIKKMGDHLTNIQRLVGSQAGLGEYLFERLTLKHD
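Concentration-response curves derived by four-parameter Hill fitting of normalized fluorescence, where compounds displaced 1-AMA from 10 uM horse apoferritin following a brief 10 min room-temperature incubation; propofol titration acted as positive control.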
BLM helicase inh: Bloom syndrome helicase (human) inhibition; recombinant BLM DNA unwinding, fluorescence dequenching; Potency, µM (doses to about 56.1 µM), for the others: at the top dose activity change, negative = inhibition, usual class: inhibitors; hit rate 0.2% among 350,000; AID 2528;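 further: plate controls were vehicle for no effect and no enzyme for full effect; nearly all actives have a fitted effect of over 35% in size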
G9a inh: inhibitors of human histone lysine methyltransferase G9a; G9a H3K9 monomethylation, AlphaScreen, 2 h; hit rate 8.8% among 350,000; AID 504332; Q96KQ7; Potency, µM (doses to about 102 µM), for the others: top-dose activity, negative = inhibition, hits mostly inhibitors; further: on the % scale 0 is the no-effect control and ±100 the full control effect; nearly all actives have a fitted effect of over 75% in size
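Quantitative HTS format: methyltransferase activity on a biotin-tagged H3K9 peptide is measured by AlphaScreen, using a rabbit anti-monomethyl-H3K9 antibody with streptavidin donor and anti-IgG acceptor beads. Final levels are 20 nM enzyme, 500 nM peptide, 20 uM SAM; 2 h RT.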
APE1 inh: APE1 (human) endonuclease inhibition. Potency, µM (highest dose often 65.8 µM), for the others: at the top dose activity change, negative = inhibition, most hits filed as inhibitors. AID 2517. P27695. recombinant APE1, TAMRA/BHQ-2 abasic DNA cleavage fluorescence. hit rate 0.35% among 350,000;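 further: plate controls were vehicle for no effect and reference inhibitor for full effect; nearly all actives have a fitted effect of over 55% in size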
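Readout is kinetic fluorescence (ex 525, em 598 nm) from cleavage of 50 nM TAMRA/BHQ-2 THF abasic duplex by 0.75 nM APE1, compound added 15 min beforehand at RT.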
BAZ2B inh: inhibitors of human BAZ2B bromodomain; hit rate 4.4% among 360,000; Potency, µM (titrated, usually from 114 µM), without a hit: at the highest dose activity change, negative = inhibition, most hits filed as inhibitors; AID 504333; AlphaScreen BAZ2B-H3K14Ac peptide displacement; Q9UIF8; further: on the % scale 0 is the no-effect control and ±100 the full control effect; nearly all actives have a fitted effect of over 60% in size
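Multi-concentration screen (max 110 uM) measuring displacement of acetylated histone H3 peptide from BAZ2B by AlphaScreen, using 50 nM protein, 50 nM peptide and 10 ug/mL streptavidin donor plus Ni-chelate acceptor beads.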
Pol beta inh: DNA polymerase beta (human) inhibition. AID 485314. Pol beta primer extension/strand displacement, fluorescence kinetic. P06746. hit rate 1.3% among 340,000. Potency, µM (highest dose often 114 µM), without a hit: top-dose activity change, negative = inhibition, usual class: inhibitors; further: on the % scale 0 is the no-effect control and ±100 the full control effect
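Preincubation: enzyme (10 nM) with compound, 15 min, RT. Reaction: substrate added to 50 nM final. Reads: 0 and 10 min. Analysis: normalized, Hill fit.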
* marks the source's active call; other numbers are inactive results; ? = inconclusive; nt = no result given; & = joins results of further samples; [ ] = remark or other dose. The call rests on the fitted dose curve; in most records, active means well fitted curve in the direction sought with a large enough effect; inconclusive means small, poorly fitted or top-dose-only effect, or another doubt; inactive means no such curve, though single readings can be large; an effect the other way counts as inactive or inconclusive. Potency means the concentration at half of the fitted maximal effect. A portion of the library; rates above refer to the full screens.

SMILES | Pol iota inh | POLK inh | POLH inh | Anesthetic bind | BLM helicase inh | G9a inh | APE1 inh | BAZ2B inh | Pol beta inh
COc1ccccc1C(=O)NC(=O)COC(=O)c1ccc([N+](=O)[O-])cc1Cl | 1% | -7% | 4% | nt | nt | 12%[59 µM] | -15% | -5% | nt
COc1cccc(CN2CCNC(=O)C2CC(=O)N(C)CC2CCOCC2)c1OC (stereo unspecified) | 41%[activator] | 1% | -5% | -10% | -1% | ? | -9% | -22% | 3%
CCOC(=O)N1CCN(C(=O)Cn2nc(C)n3nc(-c4ccccc4)cc3c2=O)CC1 | 10% | -7% | 12% | 2% | 1% | 12% | -3% | -9% | 11%
Cc1cc(C)c(S(=O)(=O)N2CCN(C(=O)c3cccs3)CC2)c(C)c1 | -22% | -33% | ? | -21% | -7% | 1% | -2% | -11% | 0%
COCCN1CN(S(=O)(=O)c2ccc(Cl)cc2)c2nc3ccccc3nc21 | 6% | -10% | -17% | -17% | -4% | ? | -11% | -34% | 11%
COc1ccccc1/C=C/C=N/NC(=O)CCn1nnc2ccccc21 | 17% | -8%[60.1 µM] | -8% | ? | 1% | -20% | -5% | 1% | -20%
Cc1ccc(-n2ncc3c(NNC(=O)c4ccco4)ncnc32)cc1C | 22% | -3% | 5% | -15% | -1% | 4% | 12% | 0% | 12%
CCC(=O)Oc1ccc2c(C)cc(=O)oc2c1C(=O)c1ccccc1 | 131%[activator] | -8% | -9% | -4% | -4% | ? | -7% | 4% | 16%
CSc1nnc(CNC(=O)c2ccccc2)n1-c1cccc(C)c1 | -14% | -2% | -14% | 6% | 6% | 18%[59 µM] | 5% | 3% | 40%
S=C(NCCc1ccccc1)Nc1ccccn1 | 19% | -12% | -15% | -19% | -1% | 1.4µM* | -2% | -24% | -3%
CCCOP(=O)(c1ccc(N(C)C)cc1)C(O)c1ccc(Cl)cc1 (stereo unspecified) | 138%[activator] | -5% | 0% | -3% | -7% | 10% | 11% | -5% | 7%
C/C(=N\NC(=O)c1nnn(-c2nonc2N)c1CSc1ccc(Cl)cc1)c1cccnc1 | 3% | -9% | -3% | -12% | 0% | nt | -18% | 0% | 1%
Cc1ccc2c(c1)N(C(=O)CCC(=O)NCc1cccc(F)c1)CCO2 | 10% | 4% | -22% | -7% | 2% | nt | 14% | 7% | 78%
COc1ccccc1N1CCN(C(=O)CSc2nc3ncnc(N)c3[nH]2)CC1 | -1% | -13% | -6% | 3% | 0% | -40%[12.7 µM] | -2% | -34% | 0%
Cc1ccc(S(=O)(=O)N2CCCC(C(=O)NCCc3ccccc3)C2)cc1 (stereo unspecified) | 28% | -3% | -5% | -10% | -6% | 9% | 51%[activator] | 1% | -9%
CN(c1cccc(NC(=O)CN(c2cccc(F)c2)S(C)(=O)=O)c1)S(C)(=O)=O | 60%[activator] | -2% | -2% | -5% | 0% | -9% | -1% | -8% | -3%
COc1ccc(-c2cc(C(=O)OCC(=O)NC3CC3)c3ccccc3n2)cc1 | 6% | -9% | -5% | nt | nt | 59%[activator][12.7 µM] | -14% | 79%[activator] | nt
COC(=O)C1=C(C)N(Cc2ccccc2)C(=S)N[C@H]1c1ccccc1 | 5% | 9% | -17% | -13%&0% | -11%&-4% | 16%[12.7 µM] | -27%&-2% | ? | -21%&30%
O=C(Nc1ccc(Cl)cc1C(=O)N1CCOCC1)c1ccco1 | -8% | -3% | -11% | -4% | 4% | -3%[59 µM] | 1% | 9% | 4%
O=[N+]([O-])c1ccccc1S(=O)(=O)N/C(=N/S(=O)(=O)c1ccccc1)c1ccccc1 | -13% | -6% | -7% | nt | nt | nt | -13% | nt | nt
COc1cccc(OCCNC(=O)c2cc(OC)c(OC)c(OC)c2)c1 | -15% | -8% | 13% | -4% | -3% | 20% | 9% | -1% | -4%
Cc1nc(Cl)c(C(=O)NCc2ccccc2)c(C)c1Cl | 74%[activator] | -17% | 6% | -7% | -4% | -10%[12.7 µM] | -7% | -3% | 17%
CC(=O)c1ccc(NC(=O)CN2C(=O)CCc3cc(S(=O)(=O)N4CCC(C)CC4)ccc32)cc1 | ? | -10%[60.1 µM] | 25µM* | 1% | -9% | -3%[59 µM] | nt | ? | 35µM*
CCCCc1nn2c(=O)cc(COC(=O)c3ccc4c(c3)OCO4)nc2s1 | -7% | -6% | 1% | 9% | -2% | 4%[59 µM] | nt | -1% | 0%
Cc1cc(Cl)ccc1NC(=O)CN(C)C1=NS(=O)(=O)c2ccccc21 | -28% | -14% | -5% | nt | nt | 16%[2.33 µM] | 5% | 1% | nt
CCOCCCNC(=O)c1ccc(CS(=O)(=O)c2cccc(C(F)(F)F)c2)o1 | 151%[activator] | -3% | -6% | 6% | 0% | 11% | -4% | 0% | 29%
CCOC(=O)c1sc2nc3n(c(=O)c2c1C)CCC3 | 21% | -7% | -11% | -11% | 2% | -9%[59 µM] | -2% | 2% | 39%
COc1ccc(CNc2ccc3cc(S(=O)(=O)N4CCCCC4)ccc3n2)cc1 | 11% | -1% | -11% | 125%[activator] | -15% | 11µM* | nt | -20% | 3%
COc1ccccc1C(=O)NCc1n[nH]c(=S)n1Cc1ccccc1 | -2% | 17% | -17% | -5% | -3% | ? | -3% | -3% | 56%[activator]
COC(=O)COc1cc(Br)c(/C=C2/SC(=O)N(CC(=O)N3CCCC3)C2=O)cc1OC | -10% | 0% | -4% | -13% | -4% | 3% | -2% | 4% | 1%
CCOc1ccc(CCNC(=O)COC(=O)/C=C/c2ccc(C)o2)cc1OCC | -5% | -6% | -17% | -23% | -4% | ? | -20% | -38% | 1%
O=C(O)c1cccc2c1C(=O)N(Cc1ccncc1)C2 | -6% | 1% | -9% | -7% | -2% | 4% | -4% | -5% | 19%
COC(=O)Nc1ccc(Cn2cc(C(F)(F)F)ccc2=O)cc1 | 17% | -5% | 1% | 2% | -2% | 3% | -1% | -13% | -3%
COc1ccc(C(=O)OCC(=O)c2c[nH]c3ccccc23)cc1OC | 31%[activator] | 0% | -8% | nt | nt | ? | 6% | 7% | nt
Cc1cc(C(=O)O)ccc1-n1c(C)cc(/C=C(/C#N)C(=O)Nc2ccccc2)c1C | 79µM* | -9% | ? | -13% | -13% | nt | -9% | ? | -5%
CCc1ccc(NC(=O)Cn2c(=O)n(CCCCC(=O)NCCc3ccc(Cl)cc3)c(=O)c3ccccc32)cc1 | 14% | 10% | -13% | -3% | -5% | 6%[59 µM] | nt | -1% | 20%
CCCCN1C(=O)CC(C(=O)OCC)=C1C | 7% | -8% | -4% | -10% | -16% | 8% | -7% | 3% | 0%
Cc1nc2sccn2c(=O)c1S(=O)(=O)Nc1cccc(Cl)c1C | -22%&-5% | -5%&9% | -4%&5% | -19%&-13% | 0%&-3% | 10% | 19% | 3%&-1% | 18%&24%
CC1C(=O)C(C)(C)C(=O)OC1c1ccccc1 (stereo unspecified) | ? | -18% | -4% | -22% | -4% | 8%[59 µM] | 2% | -14% | 2%
COC(=O)c1ccc(C23CC4(C2)[C@H](CN(Cc2cccnc2)[C@@H]4c2ccccc2)C3c2ccc(C(F)(F)F)cc2)cc1 (stereo partly specified) | 1% | -19% | -24% | -8%&-20% | -13%&-5% | -37%[59 µM] | -3%&5% | -16% | 0%
COc1ccc(OCc2cc(C(=O)N3C[C@@H](C)O[C@@H](C)C3)no2)c(Cl)c1 | 27% | -8% | -11% | -12% | -4% | nt | 8% | -8% | 51%
CN(Cc1cnccn1)Cc1nc(Cc2ccccc2F)no1 | 27% | -3% | -23% | -5% | -2% | nt | ? | 10% | 20%
Cc1cc(S(=O)(=O)NCCCN2CCOCC2)c(Cl)cc1Cl | 21% | 0% | ? | -7% | -4% | 14% | 11% | -1% | 11%
Cc1cc(NC(=O)Nc2ccccc2[N+](=O)[O-])n(C)n1 | 11% | -24% | -3% | 1% | -4% | 1% | -2% | -15% | 7%
COc1ccc(CNC(=O)C2CCN(c3nnc(N4CCCC4=O)s3)CC2)cc1 | -7% | -4% | -9% | -10% | 1% | 27% | -11% | -3% | 5%
CCc1nnc(NC(=O)c2c(O)c3cccc4c3n(c2=O)CC4)s1 | nt | nt | nt | 7% | -1% | -38%[12.7 µM] | -4% | 3% | 16%
Cc1cc(=O)[nH]c(-n2nc(C)c(Oc3ccccc3O)c2C)n1 | 13% | -5% | -8% | -5% | 1% | 10% | -2% | 1% | ?
Cn1nccc1C(=O)N1CCC(Cc2ccccc2)CC1 | -20% | 13% | -11% | -10% | -4% | 28% | 21% | -3% | 1%
Cc1ccc(-n2c(=O)c3c4c(sc3n(CC(=O)C(C)(C)C)c2=O)CCCCC4)cc1C | 2% | -16% | -8% | 4% | -9% | -15%[59 µM] | nt | -15% | -3%
CC1CCN(CCCn2c(SCC(=O)Nc3ccccc3Cl)nc3ccccc3c2=O)CC1 | 1% | -6% | -17% | -8% | -10% | -7%[59 µM] | -3% | -24% | 1%
COc1ccc(OC)c(C(=O)NC(CC(N)=O)c2ccc(N3CCC(N4CCCCC4)CC3)c([N+](=O)[O-])c2)c1 (stereo unspecified) | ? | -11% | 1% | -11% | 1% | ? | 10% | -33% | -12%
COc1cccc(-c2nc(CS(=O)(=O)CC(=O)N3CCN(c4ccccc4)CC3)c(C)o2)c1 | 5% | -5% | -21% | 90%[activator] | -6% | -6%[59 µM] | nt | ? | 31%

3 compounds already listed, arranged by length of the SMILES, smallest number first.
SMILES | Pol iota inh | POLK inh | POLH inh | Anesthetic bind | BLM helicase inh | G9a inh | APE1 inh | BAZ2B inh | Pol beta inh
CCc1nnc(NC(=O)c2c(O)c3cccc4c3n(c2=O)CC4)s1 | nt | nt | nt | 7% | -1% | -38%[12.7 µM] | -4% | 3% | 16%
CC1CCN(CCCn2c(SCC(=O)Nc3ccccc3Cl)nc3ccccc3c2=O)CC1 | 1% | -6% | -17% | -8% | -10% | -7%[59 µM] | -3% | -24% | 1%
Cc1ccc(-n2c(=O)c3c4c(sc3n(CC(=O)C(C)(C)C)c2=O)CCCCC4)cc1C | 2% | -16% | -8% | 4% | -9% | -15%[59 µM] | nt | -15% | -3%
